PriA SSB inh = blocks PriA binding to SSB C-terminal tail; AlphaScreen SSBct-PriA binding, biotinylated peptide; inhibition, % at 33 µM; actives 0.6% (n = 430,000); AID 1272365; in the data active means inhibition mostly above about 37%, no sharp cut-off; inactive means mostly below about 20%;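 further: plate controls were negative control peptide for no effect and reference peptide for full effect; strong numbers were not always called active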
Starred values were filed as active, the others as inactive; i = inactive; & = joins results of further samples. Only part of the results is shown (hit frequency here may not be typical).

SMILES | PriA SSB inh
O=C1Cc2cc(NC(=O)c3cccc(Cl)c3)ccc2N1 | -3
O=C(NCc1cccs1)NC[C@H]1CN(c2ccc(F)cc2)C(=O)O1 | -9
CSc1ccccc1NC(=O)CSc1nc2ccccc2o1 | -30
COc1cc(C2=NN3C(C2)c2ccccc2OC3c2cccs2)ccc1O (stereo not given) | 43
Cc1cc(C(=O)NN=Cc2ccc(-c3cccc(Cl)c3Cl)o2)n[nH]1 | 2
Cc1ccccc1-n1cnnc1CN1CCN(C(=O)c2cccs2)CC1 | 11
COc1cc(NC(=O)CC2CSc3nc(C(C)C)cc(=O)n32)cc(OC)c1OC (stereo not given) | -9
Cc1cccc(OC2CCN(C(=O)c3ccc4c(c3)OCO4)CC2)n1 | -33
COc1cc(C(=O)O/N=C2/C=C(C)C(=O)C=C2C(C)C)cc(OC)c1OC | 1
O=C(Nc1nccs1)c1ccccc1NS(=O)(=O)c1ccc(Cl)cc1 | 5
Cc1cccc(NC(=O)CSc2nnc(-c3cccnc3)o2)c1C | -18
CC(=O)OC(C)(C)C(=O)N1CCCC(Cc2nc(C3CC3)no2)C1 (stereo not given) | 8
COc1ccc2ccccc2c1C=NNC(=O)c1ccc(C)nc1 | -6
O=C(CS(=O)(=O)Cc1ccccc1)Nc1nnc(-c2ccc(F)cc2)o1 | 6
CCc1ccc(-c2noc(CN3C(=O)COc4ccc(C)cc43)n2)cc1 | -13
CSc1ccccc1-n1c(=O)c2ccccc2c2ccccc2c1=O | 8
O=C(Nc1nc2ccc(Cl)cc2s1)c1ccc([N+](=O)[O-])cc1[N+](=O)[O-] | 8
N#C/C(=N\Nc1ccccc1[N+](=O)[O-])c1nc(-c2ccc(F)cc2)cs1 | -11
Cc1ccc(S(=O)(=O)OCC(C)NC(=O)OCc2ccccc2)cc1 (stereo not given) | 14
O=C(NC1CCCCC1)c1ccc2c(=O)nc3c(-c4cccc(F)c4)n[nH]n3c2c1 | -9
CCCc1cc2c(=O)c(-c3nc4ccccc4s3)c(C)oc2cc1OCc1ccc(Cl)c(Cl)c1 | -6&6
CCc1nc(C)cn1S(=O)(=O)c1cc(C)c(Cl)cc1C | -1
Cc1cc(C)n(CC2CCN(CC(=O)NCCc3ccccc3)CC2)n1 | -2
CCC12CN3CCN(CC(C3)C1=NNC(=O)c1ccc(C(C)(C)C)cc1)C2 | -11
C[n+]1ccc(C=NNc2nc(Cl)c(C#N)c(Cl)c2Cl)cc1 | 5
Cc1ccc(NC(=O)CSc2nnc3ccc(-c4ccccn4)nn23)cc1F | -7&-6
FC(F)(F)c1cccc2sc(N3CCNCC3)nc12 | -12
COc1ccc(-c2noc(-c3c(SC)nn(CC(=O)Nc4ccc(C)cc4C)c3N)n2)cc1 | -12
CC(C)(C)c1csc(CN2CCN(C(=O)c3cc4ccccc4o3)CC2)n1 | -6
O=C(C1=C(O)C(=O)N(CCCn2ccnc2)C1c1ccco1)c1ccco1 (stereo not given) | 34
COc1ccc(NC(=O)/C=C2\SC(=O)N(CC(=O)Nc3ccccc3)C2=O)cc1 | -10
COc1cc(-c2noc(CSc3nc4ccccc4c(=O)n3CCc3ccccc3)n2)cc(OC)c1OC | 4
CC(=O)Nc1ccc(C(=O)NCCNC(=O)COc2ccc(Cl)cc2Cl)cc1 | -1
O=C(CN1C(=O)CCC1=O)Nc1nc(-c2csc(NC(=O)CN3C(=O)CCC3=O)n2)cs1 | -16
COc1ccccc1NC(=O)N1CCN(c2nc3c(C(F)(F)F)cccc3s2)CC1 | -14
CCC(=NNC(=O)c1ccc(Br)cc1)c1ccc(OCCN2CCOCC2)cc1 | 10
NC(Cc1cccc2ccccc12)=NOC(=O)c1ccc2c(c1)OCO2 | -7
CC(Oc1ccc(Cl)cc1Cl)C(=O)NCCOc1ccc2c(c1)OCO2 (stereo not given) | -1&9
CCCNC(=O)CSc1nc(C)c(C)c(=O)[nH]1 | -2
Cc1cc(NC(=O)C(=O)NCC2CCN(C(=O)Oc3ccccc3)CC2)no1 | -21
Cc1cc(C)c(NC(=O)CSc2cc(C)nc(-c3cccnc3)n2)c(C)c1 | -14
O=C1CCC(=O)N1C1CN(S(=O)(=O)C2CCCCC2)C1 | 7
COc1cc(C(=O)NCC(=O)NN=C(C)/C=C/c2ccccc2)cc(OC)c1OC | 13
COC(=O)c1ccc(NC(=O)Cc2cc(=O)[nH]c(SCc3ccccc3)n2)cc1 | -24
O=C(c1ccc(Cl)c(S(=O)(=O)N2CCCCCC2)c1)N1CCN(c2ccccc2F)CC1 | -14
Clc1ccccc1NN=Cc1ccc2c(c1)OCO2 | 7
COC(=O)N1CCC(CNC(=O)C(=O)Nc2ccon2)CC1 | -11
CCOC(=O)c1c(N=Cc2ccc(C)cc2O)sc2c1CCN(C)C2 | -10
O=C(Cn1c(=O)oc2ccccc21)N(CCn1cccn1)c1nc2c(C(F)(F)F)cccc2s1 | -10
COc1ccc(S(=O)(=O)C2CCN(C(=O)c3ccc(-c4cccs4)cc3)CC2)cc1 | -2
Cc1ccc(-c2c(CNS(=O)(=O)c3ccccc3)c(=O)[nH]c3ccccc23)cc1 | -1
COCCc1nnc(NC(=O)Cc2ccc(C)cc2C)o1 | -9
O=[N+]([O-])c1ccccc1NN=Cc1cc2ccccc2nc1Cl | 1
COc1ccc(N2C(=O)N(c3ccc(F)cc3)C3CS(=O)(=O)CC32)cc1 (stereo not given) | -11
COc1cccc(-c2cc(=O)[nH]c(SCc3nc(-c4ccccc4C)oc3C)n2)c1 | 7
Cn1cccc1-c1cc(C(=O)NN=Cc2cc(Br)ccc2O)[nH]n1 | 1
O=C(CSc1nncc(=O)[nH]1)Nc1cc(C(F)(F)F)ccc1Cl | 0
CCCCOc1ccc(-c2cc3c(SCc4cccc(C(F)(F)F)c4)nccn3n2)cc1 | -33
CC(=O)Nc1ccc(S(=O)(=O)NC[C@@](O)(c2cccs2)C2CC2)c(C)c1 | -13
Cc1ccc(C)c(Cn2cccc(C(=O)Nc3cc(C)nc4ccccc34)c2=O)c1 | -9
More structures follow:
SMILES | PriA SSB inh
COc1ccc(CC(=O)Nc2ccc3c(c2)N(C(=O)c2ccco2)CC3)cc1OC | -4&0
CCS(=O)(=O)N1CCCc2ccc(NC(=O)c3c(-c4ccccc4Cl)noc3C)cc21 | 0
CCC(=NNC(=O)c1nnn(-c2nonc2N)c1-c1ccc2c(c1)OCO2)c1ccccc1 | -5
CC(=NNC(=O)C1COc2ccccc2O1)c1cccs1 (stereo not given) | -14
Cc1cccc(NC2C=CS(=O)(=O)C2)c1C (stereo not given) | -6&4
COc1ccc(S(=O)(=O)Nc2ccc3c(c2)CN(C(=O)C(C)C)CC3)cc1F | -12
COc1cc(C)c(C)cc1S(=O)(=O)NCC1CCN(C(C)C)CC1 | -14
CNC1CCSCC1 | -11
O=C(Cc1ccccc1Cl)N1CC(S(=O)(=O)Cc2ccco2)C1 | -3
Cc1ccc(-c2nnc(-n3ncc(C#N)c3N)c3ccccc23)cc1 | 0
FC(F)(F)c1n[nH]c(=S)n1/N=C\c1ccc(N2CCOCC2)cc1 | -1
CSc1ccccc1C(=O)N(CCc1cccs1)Cc1cccnc1 | -3
Cc1onc(-c2ccccc2Cl)c1C(=O)NCC1CCC(c2nc3ccccc3n2C)CC1 (stereo not given) | -25
CCCCOc1ccccc1-c1cc2c(SCC(=O)Nc3c(C)cc(C)cc3C)nccn2n1 | -7
CC(=O)NN=c1sc2ccccc2n1C | -6
O=C(COc1ccc(F)cc1)N1CCN(c2ccc3nnc(-c4ccco4)n3n2)CC1 | -7
Cc1ncn(-c2cc(N3CCNCC3)ncn2)c1C | 1
O=C(Cn1c(=O)oc2ccccc21)NCC#CCOc1ccc2c(c1)OCO2 | -15
CSc1ccc(CNC(=O)c2cn(-c3cccc(Cl)c3)nn2)cc1 | -14
COc1cccc(C(=O)Nc2nc3c(Br)cccc3s2)c1OC | -13
NC(=O)c1cc(-c2ccccc2)sc1NC(=O)CC(c1ccccc1)c1ccccc1 | -8
O=S(=O)(NCc1ccc([C@H](O)c2ccccc2)s1)c1ccc(Cl)cc1 | 5
COC(=O)c1ccc(CSc2nc(-c3ccco3)cc(C(F)(F)F)n2)cc1 | -10&-5
CC(C)N(C(=O)Cn1c(Cc2ccccc2)nc2ccccc21)c1ccccc1 | 6
Cc1ccc(C(=O)NCC(c2ccc3c(c2)CCCN3C)N2CCOCC2)cc1 (stereo not given) | -4
CCN(C(=O)Cc1cc(=O)oc2cc(C)ccc12)c1ccccc1 | -7
O=C(c1ccncc1)N1CCC(c2cccs2)CC1 | -10
CSc1cccc(NC(=O)C(=O)Nc2ccc(C)cc2)c1 | -3
CC(=O)Nc1ccc(S(=O)(=O)NC[C@](C)(O)c2cc3ccccc3o2)cc1 | -3
O=S1(=O)CC(O)C(O)C1 (stereo not given) | 2
COc1ncccc1C(=O)NCC1CCS(=O)(=O)C1 (stereo not given) | -10
Cn1c(O)c(C=C2C=NN=C2c2ccccc2)sc1=S | -4
CCn1cc(NC(=O)NCc2ccccc2Cl)c2ccccc21 | -7
CC(=O)Nc1ccc(S(=O)(=O)n2nc(C)c(C)c2C)cc1 | -4
COc1ccc(CCC(=O)NCC(c2ccsc2)N2CCN(C)CC2)cc1 (stereo not given) | 6
O=C(NCc1ccnc(-c2cccs2)c1)c1ccc(F)cc1Cl | 2

Next section; the last 2 above are carried over.
SMILES | PriA SSB inh
COc1ccc(CCC(=O)NCC(c2ccsc2)N2CCN(C)CC2)cc1 (stereo not given) | 6
O=C(NCc1ccnc(-c2cccs2)c1)c1ccc(F)cc1Cl | 2
CC(C)Oc1ccc(C(O)=C2C(=O)C(=O)N(CCN3CCOCC3)C2c2ccccc2)cc1 (stereo not given) | -4
CCN1C(=Cc2ccc3ccc(C)cc3[n+]2CC)Sc2ccccc21 | 12
O=C(c1ccc(-c2cccs2)cc1)N1CCC(S(=O)(=O)Cc2ccco2)CC1 | -19
COc1c2c(cc3c1C(CC(=O)c1ccc(Cl)cc1)N(C)CC3)OCO2 (stereo not given) | 2
NCC1CCN(Cc2cccs2)CC1 | 10
NC(Cc1ccc([N+](=O)[O-])cc1)=NOC(=O)C1CCCCC1 | -5
CNC(=O)C(=O)NCC1(c2ccc(OC)cc2)CCCC1 | -8
O=C(CCc1ccccc1)N1CCN(c2nc3c(F)cc(F)cc3s2)CC1 | -6
CCOC(=O)c1ccc(S(=O)(=O)N2CCN(CCn3nc(-c4ccccc4)ccc3=O)CC2)cc1 | 3
O=C(N/N=C/c1cccc2nccnc12)c1cccnc1 | i
COc1ccccc1NC(=O)/C(C#N)=C/c1cn(C)c2ccccc12 | -2
COc1ccc(OC)c(NC(=O)c2cnc3scc(C)n3c2=O)c1 | -11
O=C(NCCC(O)c1ccsc1)c1ccoc1 (stereo not given) | -15
Cc1cc(C(=O)NN=Cc2ccccn2)n[nH]1 | 3
Cc1nc(N2CCN(C(=O)c3nn(C)c4ccccc34)CC2)cc(C(F)(F)F)n1 | 9
Cc1ccc(S(=O)(=O)N(C)N=Cc2ccc(C(=O)O)cc2)cc1 | 0
COc1ccc(C)cc1S(=O)(=O)NCC(=O)N1CCOC(c2ccccc2)C1 (stereo not given) | 1
CCOC(=O)c1c(N)sc2c1CN(C(C)=O)CC2 | 12
CC(C)=CC(=O)N1CCS[C@H](c2ccccc2Cl)CC1 | -2
CCOC(=O)c1c(-c2ccccc2)csc1Nc1nc(S(=O)(=O)c2ccccc2)c(Cl)s1 | -18&-4
Cc1noc(CNC(=O)C2CC(=O)N(c3ccc(F)cc3)C2)n1 (stereo not given) | -11
CO[C@@H](CNS(=O)(=O)Cc1ccccc1Cl)c1ccco1 | -9
O=C(COc1ccnc2c1CCCC2)N1CCN(c2ccc(C(F)(F)F)cn2)CC1 | -5
O=C(CCCN1C(=O)c2cccc3cccc(c23)C1=O)Nc1cccc2cnccc12 | -9&-5
CC(C)C(=O)Nc1ccc(C(=O)NCCNS(=O)(=O)c2ccc(F)c(Cl)c2)cc1 | -5
COc1ccccc1-c1coc2cc(OCc3cc(Cl)cc4c3OCOC4)ccc2c1=O | -12
Cc1ccn2cc(-c3ccc(NC(=O)c4cccc(I)c4)cc3)nc2n1 | -2
COc1ccc(S(=O)(=O)Nc2ccc3c(c2)N(C(=O)c2ccco2)CC3)cc1OC | 7
Cc1ccc(N(C(=O)C2CC2)C2C=CS(=O)(=O)C2)cc1Cl (stereo not given) | -2
CN(C)C=Nc1sccc1C(N)=O | -2
CSc1nc2ccc(NC(=O)c3ccccc3Br)cc2s1 | -7
CC(=O)Nc1cccc(NC(=O)C(=O)NCCCN2CCCC2=O)c1 | -15
O=C(COc1ccccc1F)NCCN1CCN(c2ccccc2)CC1 | 0
O=C(Nc1nc(C(=O)N2CCN(Cc3ccccc3)CC2)cs1)c1ccc(Cl)cc1 | -11

Ordered by SMILES length (high to low): part of the list above
SMILES | PriA SSB inh
CCOC(=O)c1c(-c2ccccc2)csc1Nc1nc(S(=O)(=O)c2ccccc2)c(Cl)s1 | -18&-4
CC(C)C(=O)Nc1ccc(C(=O)NCCNS(=O)(=O)c2ccc(F)c(Cl)c2)cc1 | -5
COc1ccc(S(=O)(=O)Nc2ccc3c(c2)N(C(=O)c2ccco2)CC3)cc1OC | 7
Cc1nc(N2CCN(C(=O)c3nn(C)c4ccccc34)CC2)cc(C(F)(F)F)n1 | 9
O=C(Nc1nc(C(=O)N2CCN(Cc3ccccc3)CC2)cs1)c1ccc(Cl)cc1 | -11
O=C(CCCN1C(=O)c2cccc3cccc(c23)C1=O)Nc1cccc2cnccc12 | -9&-5
COc1ccccc1-c1coc2cc(OCc3cc(Cl)cc4c3OCOC4)ccc2c1=O | -12
COc1ccc(C)cc1S(=O)(=O)NCC(=O)N1CCOC(c2ccccc2)C1 (stereo not given) | 1
Cc1ccn2cc(-c3ccc(NC(=O)c4cccc(I)c4)cc3)nc2n1 | -2
Cc1ccc(S(=O)(=O)N(C)N=Cc2ccc(C(=O)O)cc2)cc1 | 0
Cc1ccc(N(C(=O)C2CC2)C2C=CS(=O)(=O)C2)cc1Cl (stereo not given) | -2
CC(=O)Nc1cccc(NC(=O)C(=O)NCCCN2CCCC2=O)c1 | -15
CO[C@@H](CNS(=O)(=O)Cc1ccccc1Cl)c1ccco1 | -9
O=C(COc1ccccc1F)NCCN1CCN(c2ccccc2)CC1 | 0
CSc1nc2ccc(NC(=O)c3ccccc3Br)cc2s1 | -7
CCOC(=O)c1c(N)sc2c1CN(C(C)=O)CC2 | 12
Cc1cc(C(=O)NN=Cc2ccccn2)n[nH]1 | 3
O=C(NCCC(O)c1ccsc1)c1ccoc1 (stereo not given) | -15
CN(C)C=Nc1sccc1C(N)=O | -2
